Source: PubChem BioAssay
OX1R antag-1 = OX1R (human) antagonism; OX1R-expressing cells, FRET antagonist read-out; inhibition, % at 6.6 µM; 330,000 compounds, 1.8% hits; O43613; AID 485270; in the data active = inhibition mostly above about 38%, no sharp cut-off; inactive = mostly below about 40%;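 also: 0% = agonist challenge alone and 100% = reference antagonist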
Target sequence (O43613 whole entry, looked up): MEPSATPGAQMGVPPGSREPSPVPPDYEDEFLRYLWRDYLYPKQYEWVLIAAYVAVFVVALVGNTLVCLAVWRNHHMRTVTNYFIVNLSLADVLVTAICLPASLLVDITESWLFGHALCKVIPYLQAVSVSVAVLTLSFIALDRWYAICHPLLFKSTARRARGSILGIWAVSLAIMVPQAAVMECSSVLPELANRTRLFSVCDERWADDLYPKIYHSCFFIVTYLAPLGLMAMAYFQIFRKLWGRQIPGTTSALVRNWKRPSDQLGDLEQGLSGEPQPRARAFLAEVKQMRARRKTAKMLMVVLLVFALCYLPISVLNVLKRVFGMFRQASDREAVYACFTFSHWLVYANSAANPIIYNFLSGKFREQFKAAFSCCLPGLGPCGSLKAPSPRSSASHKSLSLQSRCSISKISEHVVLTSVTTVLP
OX1R antag-2 = human HCRTR1 antagonism; CHO/OX1R cells, Fluo-8 calcium fluorescence, orexin A; inhibition, % at 5 µM; 330,000 compounds, 0.43% hits; AID 434989;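 active = inhibition above its plate's threshold, mean inhibition of all tested compounds on the plate plus 3 SD, cut at about 37% in these data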;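 also: 0% = orexin A challenge wells and 100% = SB-334867-A antagonist wells; not every result past the cut was called active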
* hit, by the source's call.

OX1R antag-1 | OX1R antag-2 | SMILES
7 | -11 | C[C@H](NC(=O)OC(C)(C)C)c1nnc(SCC(N)=O)o1
25 | -16 | COc1ccccc1NC(=S)NNC(=O)c1ccccc1
10 | -6 | COc1nnc(-c2ccccc2)s1
10 | -7 | CCc1ccc2nc(N(CCCN(C)C)C(=O)c3ccc4c(c3)OCCO4)sc2c1
15 | -4 | COCCN(C(=O)Cc1cccs1)C(C(=O)NCc1ccc(OC)cc1)c1ccc(OC)cc1 (centres undefined)
9 | -5 | CC(OC(=O)CC1CCCCC1)C(=O)Nc1ccc(S(N)(=O)=O)cc1 (centres undefined)
10 | 0 | CN(C(=O)CSc1n[nH]c(-c2cccs2)n1)C1CCS(=O)(=O)C1 (centres undefined)
12 | -3 | COC(=O)CNC(=O)COc1ccccc1
27 | -14 | CCOC(=O)CCNC(=O)N1CCCC(C(=O)c2cc(C)c(OC)c(C)c2)C1 (centres undefined)
6 | 4 | O=C(CSc1nnc(Nc2ccccc2F)s1)NC1CC1
10 | -7 | CCN1C(=O)[C@H]2[C@@H](c3ccc(Cl)cc3)N3C(=O)CN(CCOC)C(=O)[C@@]3(C)[C@H]2C1=O
21 | -11 | COC(=O)c1ccc2c(=O)n(CCCCCC(=O)O)c(=O)[nH]c2c1
20 | -22 | COc1ccc(NC(=O)CC2C(=O)N(c3ccccc3)C(=O)N2CCc2cccs2)cc1 (centres undefined)
-12 | -19 | COCCOc1ccc(C(F)(F)F)cc1NC(=O)c1ccc(F)cc1
5 | -2 | CN(C)S(=O)(=O)c1ccc(C(=O)OCC(=O)Nc2ccccc2OC(F)F)cc1
18 | 11 | CC1=NNC(=O)C1CCC(=O)N/N=C/c1ccccc1 (centres undefined)
6 | -6 | Cc1cccc(OCC(=O)NCC(=O)N/N=C/c2cccs2)c1
5 | -34 | Cc1occc1C(=O)N1CCN(Cc2ccccc2)CC1
47 | -8 | O=C(COc1ccc(Br)cc1)c1ccc2c(c1)CCCC2
22 | -25 | O=C(N/N=C/c1cccc(Br)c1)c1ccc(Cn2cc(Br)cn2)o1
8 | 3 | COc1ccc(Cl)cc1C(=O)O/N=C(\N)c1ccc(Cl)cc1
17 | -17 | CCOC(=O)c1cc(S(=O)(=O)NCCc2ccccc2)cn1C
17 | -17 | CCCCCc1ccc(-c2cn(Cc3cccc(OC)c3)nn2)cc1
15 | -16 | O=C(CNC(=S)NC(=O)c1ccc(Br)o1)c1ccccc1
17 | 3 | OC(Cn1cncn1)(Cn1cncn1)c1ccc(F)cc1F
15 | -6 | CCOc1ccccc1N(CC(=O)Nc1cccc2ccccc12)S(C)(=O)=O
8 | -10 | O=C(NCCCN1CCOCC1)c1cc2c(s1)CSC2
-1 | -11 | O=C(NCCCN1CCCC1)c1cccc(N2CCCC2=O)c1
-2 | -4 | O=C(NCCCCc1ccccc1)C1CC(c2cc(C(F)(F)F)cc(C(F)(F)F)c2)=NO1 (centres undefined)
5 | -51 | CCCCC(=O)NC(=O)NC(c1ccccc1)c1ccccc1
8 | -32 | Nc1nc(CN2CCN(c3ccccc3F)CC2)nc(Nc2ccc3c(c2)OCCO3)n1
-3 | -53 | Cc1ccc(CSc2nc(N)cc(=O)[nH]2)cc1
23 | -21 | O=C1SCC(c2ccc(Cl)cc2Cl)=NN1Cc1nnc(-c2ccccc2)o1
20 | 0 | CN1CCN(C(=O)c2cc(Oc3c(F)c(F)c(F)c(F)c3F)cc(C(=O)N3CCN(C)CC3)c2)CC1
-10 | -14 | O=C(NCc1ncc(C(F)(F)F)cc1Cl)Nc1ccccc1
2 | -12 | CC(NC(=O)c1csc2ccccc12)C1CCCO1 (centres undefined)
5 | -10 | CSCCC(NS(=O)(=O)c1ccccc1F)C(=O)N1CC=C(c2ccccc2)CC1 (centres undefined)
-1 | -25 | Cc1ccc(N(C(=O)c2csnn2)C(C(=O)NC2CCCCC2)c2ccccn2)c(C)c1 (centres undefined)
62* | -40 | O=C(CN1CCOCC1)Nc1nc2ccc([N+](=O)[O-])cc2s1
27 | -9 | O=C([C@H](Cc1ccccc1)N1C(=O)c2ccccc2C1=O)N1CCOCC1
12 | 2 | CCN(CC)Cc1c(C(=O)N/N=C/c2cccnc2)nnn1-c1nonc1N
13 | -8 | CCCOc1ccc(C(=O)c2nc3c(n2O)CCCC3)cc1
13 | -15 | Cc1nc(Cl)sc1C(=O)Nc1ccccc1Cl
4 | -20 | O=C(COc1ccccc1)N=C1SC2CS(=O)(=O)CC2N1CCc1ccccc1 (centres undefined)
12 | 5 | CCN(CC)C(=O)CN(Cc1ccccc1)S(=O)(=O)c1ccc(F)cc1
26 | -11 | CNC(=O)c1ccccc1S(=O)c1ccccc1C#N (centres undefined)
69* | 52* | O=C(NC(Cc1c[nH]c2ccccc12)C(=O)N/N=C/c1ccc(Br)cc1)c1cccs1 (centres undefined)
-7 | -5 | Cc1cccc(NC(=O)NNC(=O)c2cc3occc3[nH]2)c1C
13 | 10 | COC(=O)Cc1c(C(=O)OC)nnn1-c1ccc(OC)cc1
16 | -18 | NS(=O)(=O)c1ccc(NC(=O)CSc2nnc(COc3ccccc3Cl)n2C2CC2)cc1
10 | -21 | COc1ccc(/C=N/N(C)C2=NS(=O)(=O)c3ccccc32)cc1OC
30 | 19 | O=C(NC1CCCC1)C(c1cccs1)N(Cc1ccco1)C(=O)Cn1nnc(-c2cccs2)n1 (centres undefined)
40 | -11 | O=C(Nc1ccc([N+](=O)[O-])cc1)c1cccc(S(=O)(=O)Nc2ccccn2)c1
22 | -29 | COc1ccc(NC(=O)c2sc3cc(C(F)(F)F)cnc3c2-c2cccs2)cc1
13 | -3 | CCn1c(=O)cc(SCC(=O)Nc2cccnc2)c2ccccc21
36 | -14 | CCOc1ccc(CCNC(=O)Cn2ccc3cc(S(=O)(=O)N4CCCC4)ccc32)cc1
18 | 3 | Cc1c(-c2ccc(Cl)cc2)[n+](=O)c2c(n1[O-])CCCC2
14 | -24 | Cc1cc(NC(=O)CSc2nnc(-c3ccncc3)n2N)ccc1Br
7 | -12 | COc1ccc(C(=O)NNC(=O)CCc2ccccc2OC)cc1
22 | -15 | CC(C)N(Cc1ccccc1)C(=S)NCCN1CCOCC1

OX1R antag-2, what is marked active above
OX1R antag-1 | OX1R antag-2 | SMILES
69* | 52* | O=C(NC(Cc1c[nH]c2ccccc12)C(=O)N/N=C/c1ccc(Br)cc1)c1cccs1 (centres undefined)

(further entries)
OX1R antag-1 | OX1R antag-2 | SMILES
3 | -17 | COc1ccc(-n2cccc2C=O)cc1
7 | -11 | Cc1cccc(NC(=S)NC(C)C(c2ccccc2)N2CCN(C)CC2)c1C (centres undefined)
51* | -13 | Cc1cc(C)c2cc(C#N)c(N3CCCN(C(=O)c4cnccn4)CC3)nc2c1
3 | 0 | Cc1nc(SCc2ccccc2C#N)n[nH]1
10 | -19 | CCOC(=O)C1=C(CS(=O)(=O)c2ccccc2)NC(=O)NC1c1cccc(OC)c1 (centres undefined)
34 | -23 | COc1ccc(-n2ncc3c2CC(C)(C)CC3NC(=O)c2ccoc2C)cc1 (centres undefined)
6 | -4 | COc1cc(C2CC(=O)Oc3ccc(C(C)(C)C)cc32)cc(OC)c1OC (centres undefined)
3 | -1 | CC1(C)CC(=O)C(C=NCCCN2CCCC2=O)=C(O)C1
4 | 8 | COCc1cc(C)n(CC(=O)N2CCCC2)c(=O)c1C#N
24 | -3 | COc1cc(C(CC(=O)N2CCCC2)c2c(OC)cc(OC)c3ccc(=O)oc23)cc(OC)c1OC (centres undefined)
-6 | -4 | COc1ccc(Cc2nnc(SCC(=O)Nc3nc(C)cs3)o2)cc1
3 | -42 | C[C@@H](CSc1ccc(Br)cc1)CN1CC[C@H](C(C)(C)C)CCC1=O
17 | 2 | O=C(NCCS(=O)(=O)N1CCCC1)c1ccccc1
29 | -13 | CCN(CC)CCn1c(OC)cc(=O)[nH]c1=O
2 | -14 | CCOC(=O)c1ccc(NC(=S)NN2CCOCC2)cc1

Gathered by group, those above with a cyano group
OX1R antag-1 | OX1R antag-2 | SMILES
26 | -11 | CNC(=O)c1ccccc1S(=O)c1ccccc1C#N (centres undefined)
51* | -13 | Cc1cc(C)c2cc(C#N)c(N3CCCN(C(=O)c4cnccn4)CC3)nc2c1
3 | 0 | Cc1nc(SCc2ccccc2C#N)n[nH]1
4 | 8 | COCc1cc(C)n(CC(=O)N2CCCC2)c(=O)c1C#N

(continued)
OX1R antag-1 | OX1R antag-2 | SMILES
-2 | 4 | C=CCSc1nc(=O)n2cccc(C)c2n1
10 | -7 | O=C(c1n[nH]c2ccccc12)N1CCOCC1
5 | -1 | COC(=O)Cn1cnc2c1c(=O)n(C)c(=O)n2C
24 | -39 | CCOc1ccc2oc(C(=O)N(C)CC(=O)Nc3ccc(OCC)c(OCC)c3)c(C)c2c1
3 | -19 | CC(C)C[C@@H]1CN=C(N)N1C[C@@H]1CCCN1C[C@H](C)N1C[C@@H](Cc2ccccc2)N(CCc2ccc(Cl)c(Cl)c2)C1=N
24 | -38 | Cc1cc(C(C)(C)C)oc1C(=O)OCC(=O)NC1CCCCC1
20 | -19 | CC(C)Cn1cc(C(=O)NCCCOC(C)C)c2c3ccccc3n(C)c2c1=O
24 | -7 | C(=N\n1cnnc1SCc1ccccc1)/c1ccco1
7 | -11 | CC(=O)Nc1ccc(N(CC(=O)NC2CCCC2)C(=O)CCC(=O)Nc2cc(C)on2)cc1
25 | -25 | Cc1ccc(S(=O)(=O)NCc2ccccc2)cc1C(=O)N(C)CC(=O)Nc1c(Cl)cccc1Cl
1 | 1 | CC(c1n[nH]c(=S)n1Cc1ccccc1)N(C)C (centres undefined)
17 | -18 | CCCOc1cccc(C(=O)Nc2cc(NC(=O)c3ccco3)ccc2OC)c1
10 | -35 | COC(=O)c1nc2n(n1)C(c1cccc(Cl)c1)C1=C(CC(C)(C)CC1=O)N2 (centres undefined)
14 | -2 | Cc1c(NC(=S)NNC(=O)CCC(=O)O)c(=O)n(-c2ccccc2)n1C
27 | 6 | Cc1ccc(S(N)(=O)=O)c(C)c1N1CCCC1=O
10 | -29 | Cc1cccc(OCC(O)Cn2c(NCCCOC(C)C)nc3c2c(=O)[nH]c(=O)n3C)c1 (centres undefined)
6 | -5 | CN(C)CCCNC(=O)C1(O)c2cc(Br)ccc2NC(=O)N1c1c(F)cccc1F (centres undefined)
8 | -15 | CN(Cc1cccs1)C(=O)CNC(=O)c1ccco1
19 | -14 | CN1CCN(CCC(=O)N/N=C/C=C2\N(C)c3ccccc3C2(C)C)CC1
20 | -13 | Cc1cc2nnc(SCC(=O)Nc3ccc(Cl)cc3)n2c(N)n1
17 | -21 | O=C(Nc1ccccc1)OC1C2CCC1C(N1CCCCC1)CC2 (centres undefined)
-5 | -4 | CCCn1c(N)c(C(=O)CSc2nnc(C)n2Cc2ccccc2)c(=O)n(C)c1=O
31 | -25 | CN(c1ccc(C(=O)Nc2ccccn2)cc1)S(=O)(=O)c1ccccc1
4 | -10 | COc1cccc(NC(=O)N(CCN(C)C)C(C)c2cccnc2)c1 (centres undefined)
21 | -9 | COc1ccc(/C=C2\S/C(=N/S(=O)(=O)c3cccs3)NC2=O)cc1
13 | -28 | CCCC(=O)N1CCc2cc(OC)c(OC)cc2C1c1cc2cc3c(cc2[nH]c1=O)OCO3 (centres undefined)
-9 | -19 | NS(=O)(=O)c1ccc(CCNC(=O)CNCCc2ccc(C(F)(F)F)cc2)cc1
91* | 25 | CCCC(=O)OCCNc1cc(Sc2nccn2C)c2nonc2c1[N+](=O)[O-]
4 | -17 | O=c1[nH]c(/C=C/c2cccc(Br)c2)nc2ccccc12
5 | -21 | CC1(C)NC(=O)N(CC(O)COc2ccc(-c3ccccc3)cc2)C1=O (centres undefined)

Continued, starting with the last 2 of the part before.
OX1R antag-1 | OX1R antag-2 | SMILES
4 | -17 | O=c1[nH]c(/C=C/c2cccc(Br)c2)nc2ccccc12
5 | -21 | CC1(C)NC(=O)N(CC(O)COc2ccc(-c3ccccc3)cc2)C1=O (centres undefined)
26 | -5 | C=CCn1cc(C(=O)c2cc(Br)ccc2O)cc(C#N)c1=O
14 | -4 | O=C(O)c1nn(CCOc2ccc(Cl)cc2Cl)c(=O)c2ccccc12
0 | 2 | CC(=O)Nc1ccc(C(=O)COC(=O)CN2C(=O)NC3(CCCCC3C)C2=O)cc1 (centres undefined)
20 | -1 | C/C(N)=C(/C#N)C(=O)COC(=O)CCS(=O)(=O)c1ccccc1
6 | -9 | O=C(O)C1C2C=CC(C2)C1C(=O)Nc1ccccc1Br (centres undefined)
6 | -9 | C[C@@H]1CN([C@@H](C)CO)C(=O)c2cccc(NC(=O)Nc3ccccc3)c2O[C@H]1CN(C)C(=O)Nc1cccc2ccccc12
20 | -33 | COc1cccc(CN(C)Cc2c(O)ccc3ccccc23)c1
-7 | -17 | O=C(COc1cc(Cl)c(Cl)cc1Cl)Nc1cccc(O)c1
-2 | -8 | CCn1cnc2cc(NS(=O)(=O)c3ccc(C)cc3)ccc21
13 | -14 | Cn1c(=O)c2c(ncn2CC(=O)N2CCN(S(=O)(=O)c3ccc(Cl)cc3)CC2)n(C)c1=O
10 | -12 | COc1cccc(OC)c1C(=O)Nc1ccc(S(=O)(=O)Nc2ncccn2)cc1
81* | 113* | CCN(CC)c1ccc2cc(-c3nc4ccccc4[nH]3)c(=O)oc2c1
3 | 0 | Cc1noc(C)c1NC(=O)Nc1ccc2c(c1)C(=O)N([C@H](C)CO)C[C@H](C)[C@@H](CN(C)S(C)(=O)=O)O2
6 | -25 | O=C(Nc1ncc(Cc2cccc(C(F)(F)F)c2)s1)c1ccc(-c2cccc([N+](=O)[O-])c2)o1
22 | -18 | COc1ccccc1N1CCN(Cc2cc(OC)c3c(c2)OCO3)CC1
14 | -13 | COc1ccc(CNc2ccccc2SC)cc1OC
7 | -12 | COC(=O)c1sccc1NC(=O)COc1ccc(Cl)cc1Cl

2 entries from above, in markdown:
| Molecule | OX1R antag-1 | OX1R antag-2 |
| --- | --- | --- |
| CC(=O)Nc1ccc(C(=O)COC(=O)CN2C(=O)NC3(CCCCC3C)C2=O)cc1 (centres undefined) | 0 | 2 |
| C=CCn1cc(C(=O)c2cc(Br)ccc2O)cc(C#N)c1=O | 26 | -5 |
